# Screening results deposited in PubChem by Vanderbilt High Throughput Screening Facility.
# Cav3 T inh: inhibitors of human Cav3.2 T-type calcium channel | B-score at 10 µM | AID 449739 | O95180 | Cav3.2-expressing cells, Fluo-4 calcium fluorescence FDSS; active compounds read low | 4% of 100,000 active;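 active = single-dose well whose peak fluorescence ratio is a statistical outlier from its plate by either plate-standardised score or position-corrected B-score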
# * = called active by the depositor.
SMILES,Cav3 T inh
O=C(CNC(=O)c1ccco1)NCC(=O)OCc1cccc(C(=O)Oc2ccccc2)c1,-0.58
COc1ccc(C2c3c(ncn(CCN4CCOCC4)c3=N)Oc3ccc4ccccc4c32)cc1OC (stereo unspecified),-1.6
CCN1CCN(C(c2cccs2)C(C)NC(=O)c2ccco2)CC1 (stereo unspecified),-0.0019
COC(C/C=C\[C@@H](O)COCc1ccccc1)OC,-0.091
CCS(=O)(=O)N1CCCC(C(=O)NCc2cccc(OC)c2)C1 (stereo unspecified),-0.38
CCOc1ccc2nc3c(cc2c1)CN(CCCO)C(=NCCOC)S3,0.97
Cc1c(Cl)cccc1NC(=S)NCc1ccccc1,-2
O=C(N/N=C/c1ccc(Cl)cc1)c1cc2c(s1)-c1ccccc1CC2,-0.47
COc1ccc(NC(=S)Nc2ccc3nc(C)c(C)nc3c2)cc1,0.6
O=C(CCC(=O)c1cccs1)NCc1ccccc1,-0.26
Cc1nnc(SCC(=O)Nc2sc3c(c2C(N)=O)CCCC3)[nH]c1=O,0.29
CCCn1c(SCC(=O)c2ccc3c(c2)OCCO3)nnc1-c1ccco1,0.11
CC(=O)OC1C([N+]2(C)CCCCC2)C[C@H]2C3CC[C@H]4C[C@H](OC(C)=O)C([N+]5(C)CCCCC5)CC4(C)[C@H]3CCC12C (stereo partly specified),-0.35
O=C(NCC1CCCO1)C1CCN(S(=O)(=O)c2cccc3nonc23)CC1 (stereo unspecified),0.045
Cc1ccc(CC2S/C(=C(/C#N)C(=O)NCc3ccco3)N(c3ccccc3)C2=O)cc1 (stereo unspecified),1.2
Cc1ccc(NS(=O)(=O)c2ccccc2)c2c1CC(C)(C)O2,0.061
COc1ccc(C2=NOC(C(=O)Nc3ccc(C)cc3)C2)cc1OC (stereo unspecified),0.011
CN(C)CCCn1c(NC(=O)C2CCCCC2)nc2ccccc21,-3.6*
CC(C)CC(CO)N1CCN(C(=O)c2ccc(Cl)c(Cl)c2)CCC1=O (stereo unspecified),1.2
COc1ccc(NC(=O)C(c2ccc(C)cc2)N(C)C(=O)c2cnccn2)cc1 (stereo unspecified),-0.71
COc1cccc(OC)c1OCCOCCn1cnc2ccccc2c1=O,0.26
CCOC(=O)c1c(C)[nH]sc1=S,0.56
CCCCn1nc2cc(C(=O)NCC3CC3)ccc2c1OCC,-1.7
COc1ccc2nc(SCC(=O)Nc3ccccc3C)[nH]c2c1,-1
COC(=O)C(C#N)C(=C1C(=O)CC(C)(C)CC1=O)c1ccc(O)cc1 (stereo unspecified),0.012
COc1ccc(C2CC(C(F)(F)F)n3nc(C(=O)O)c(Br)c3N2)cc1 (stereo unspecified),1.6
O=C(CC(SCCO)c1ccc2c(c1)OCO2)c1cccs1 (stereo unspecified),-0.53
CCNS(=O)(=O)c1ccc(NC(=O)c2ccccc2OCC)cc1,-0.34
COc1cc(C(=O)NC(=S)Nc2cccc(-c3cc4ccccc4oc3=O)c2)cc(OC)c1OC,-0.082
COc1ccc(CCNC(=O)C23CN(Cc4ccccc4)CC2C(c2ccc([N+](=O)[O-])cc2)=NO3)cc1 (stereo unspecified),-2.1
CC(=O)Nc1ccc(C(=O)N(C)c2ccccc2)cc1,-0.11
Cc1cc(C)nc(SCC(=O)N2CCCCC2)n1,2
O=C1NC2(CCCCC2)Oc2ccccc21,0.17
CC(C)(C)OC(=O)NCCCCCNC(=O)c1[nH]cnc1C(=O)N[C@@H](CCCCNC(=O)OC(C)(C)C)C(=O)OC(C)(C)C,-2.7*
O=C(NCCCc1ccccc1)C1CC(=O)N(c2ccc3c(c2)OCCO3)C1 (stereo unspecified),-0.42
CCN(c1ccccc1)c1cc(C)nc2nc(C)nn12,-2.1
COc1ccccc1-n1c(C)cc(SC)c(C(C)=O)c1=S,0.35
N#Cc1cc(Oc2ccccc2)c(-n2nnc3ccccc32)cc1C#N,-0.013
CC1CCN(C(=O)c2ccc(N(C)S(C)(=O)=O)cc2)CC1,0.18
COc1ccc(S(=O)(=O)n2nc(OC(=O)c3ccco3)cc2N)cc1,-0.21
CCOC(=O)CSc1nnc(-c2ccoc2C)n1-c1ccc(OCC)cc1,-2.9
CCOC(=O)c1c(C)n(C)c2ccc(O)c(CN(C)C)c12,0.28
O=C(Nc1ccccn1)C1(c2ccccc2)CCCC1,0.53
COC(=O)/C(=C/Nc1cccc2ccccc12)[N+](=O)[O-],-1.2
CCOC12NC(=O)CC(=O)N1C(c1ccccc1)=CS2 (stereo unspecified),0.66
Cc1cc(C)c(NC(=S)N2CCC(N(C)CC3CCCO3)CC2)c(C)c1 (stereo unspecified),0.99
O=C(Nc1cccc(C(F)(F)F)c1)c1cccnc1N1CCN(c2ccccc2)CC1,-2.7
Cc1ccccc1CN1C(=O)C2(OCCCO2)c2ccccc21,-1.1
CCOc1ccc(CC(=O)NCc2ccc3c(c2)cc(C)n3C)cc1,-8.1*
C=C(C)COc1ccc(-c2nc(N)ncc2Oc2ccccc2OC)c(O)c1,0.29
# Continued.
SMILES,Cav3 T inh
CCOC(=O)COc1cccc2c(=O)n(CC(=O)NCCc3ccc(OC)c(OC)c3)ccc12,1.3
COCc1n[nH]c(=S)n1-c1ccccc1,0.028
Cc1cccc2cc3c(N)c(C(=O)N4CCOCC4)sc3nc12,-1.3
COc1ccccc1C(=O)Nc1ccc(S(=O)(=O)Nc2cc(C)nc(C)n2)cc1,1.3
CCN(CC)CCCN1C(=O)c2oc3ccccc3c(=O)c2C1c1cccc(OC)c1OC (stereo unspecified),0.65
Cc1cccc(N(C(=O)c2ccc(Cl)cc2)C2CS(=O)(=O)CC2OC(=O)c2ccc(Cl)cc2)c1 (stereo unspecified),-2.1
Cc1ccc2cccnc2c1NC(=S)NC(=O)c1ccccc1,0.35
COc1cc(OC)nc(NC(C)=O)n1,0.59
Cc1ccc(SCc2nc3ccccc3n2CC(=O)Nc2ccccc2)cc1,0.7
CCOC(=O)c1c(NC(=O)CS(=O)(=O)c2cn(CC)c3ccccc23)sc2c1CCCC2,-1.1

# Records above printed as active in Cav3 T inh.
SMILES,Cav3 T inh
CN(C)CCCn1c(NC(=O)C2CCCCC2)nc2ccccc21,-3.6*
CC(C)(C)OC(=O)NCCCCCNC(=O)c1[nH]cnc1C(=O)N[C@@H](CCCCNC(=O)OC(C)(C)C)C(=O)OC(C)(C)C,-2.7*
CCOc1ccc(CC(=O)NCc2ccc3c(c2)cc(C)n3C)cc1,-8.1*

# (list continues)
SMILES,Cav3 T inh
COC(=O)C1=C(O)CSC1=Nc1ccccc1,0.77
Cc1cccc(N2CCN(S(=O)(=O)c3ccc4c(c3)CCN4C(=O)CCC(=O)O)CC2C)c1 (stereo unspecified),1.7
O=C(Cc1ccccc1)NCC(=O)N1CCCCCC1,0.42
COc1ccc(CNC(=O)C2COc3ccccc3O2)cc1 (stereo unspecified),0.32
Cc1ccc(C(=O)Oc2cccc(NC(=O)c3ccco3)c2)cc1S(=O)(=O)N1CCC(C)CC1,-1.7
COC(=O)CN(C)C1CC(=O)N(c2ccc(Cl)cc2)C1=O (stereo unspecified),-2.2
CCn1c(COc2ccccc2C)nnc1SCC(=O)CC(=O)Nc1ccccc1OC,-4.9*
O=C(Cc1ccc(-n2cccc2)cc1)N1CCc2ccccc21,-0.46
C/C(=N\NC(=S)Nc1cccc(C)c1)c1ccccc1,-1.3
CCCCC(=O)N/N=C(\C)CC(=O)Nc1cc(Cl)ccc1OC,-2.2

# Taken from the entries so far for reference:
SMILES,Cav3 T inh
Cc1ccc(C(=O)Oc2cccc(NC(=O)c3ccco3)c2)cc1S(=O)(=O)N1CCC(C)CC1,-1.7
COC(=O)CN(C)C1CC(=O)N(c2ccc(Cl)cc2)C1=O (stereo unspecified),-2.2

# Additional compounds follow:
SMILES,Cav3 T inh
CN(c1ccc(C(=O)NCCSC(C)(C)C)cc1)S(C)(=O)=O,1.1
CCC(C)NC(=O)CSc1nnc(-c2ccncc2)n1-c1ccc(OC)cc1 (stereo unspecified),0.62
CCOC(=O)c1cccc(NC(=O)CS(=O)(=O)Cc2nc(-c3cccc(OC)c3)oc2C)c1,-5.2*
CC(C)=CCc1c2c(c3occ(-c4ccc(O)cc4)c(=O)c3c1O)C=CC(C)(C)O2,-0.11
COc1cccc(NC(=O)N(CCCN2CCOCC2)C(C)c2cc3cccc(OC)c3o2)c1 (stereo unspecified),0.13
Cc1noc(C)c1COc1ccc(C(=O)OCc2nnc(-c3ccc(Cl)cc3)o2)cc1,-6.3*
COc1cccc(C(=O)NNC(=O)c2ccccc2Br)c1,0.23
Cc1ccc(CC(=O)N2CCN(c3ccccn3)CC2)cc1,0.51
COC(=O)c1[nH]c(C)c(/C(O)=C2\C(=O)C(=O)N(CCCN3CCOCC3)C2c2ccccn2)c1C (stereo unspecified),0.18
CCNc1nc(NC(C)C)nc(N(C#N)CCOc2ccccc2)n1,-5*
c1ccc(Oc2cc(-c3ccccc3)ncn2)cc1,0.99
N#CCSc1nnc(-c2ccccc2)c(-c2ccccc2)n1,-1.7
CCCCc1c(C)c2ccc(OCC(C)=O)cc2oc1=O,0.66
Cc1cc(NC(=O)COC(=O)C(Nc2ccc(C(F)(F)F)cc2Cl)C(C)C)no1 (stereo unspecified),-4.5*
COC(=O)c1cncc(O)c1,0.88
Nc1c(Nc2ccccc2)c2ccccc2oc1=O,-0.12
O=C(NCCCn1ccnc1)c1cc2c(s1)CCCCC2,0.26
Cc1ccc(C(=O)N2CCCC2)c(F)c1F,0.87
O=C1NC(Cc2c[nH]c3ccccc23)C(=O)N1c1ccc(F)cc1 (stereo unspecified),0.042
Cc1cc2c3c(c1)C(C)(c1ccccc1)CC(C)(C)N3C(=O)C21C(C#N)=C(N)OC2=C1C(=O)CC(C)(C)C2 (stereo unspecified),-2.1
COc1cccc(C(=O)OCC(=O)Nc2ccccc2N2CCOCC2)c1,-1.2
O=C(NCc1ccccc1)c1ccc(-c2ccccc2F)o1,-4.2*
CC1CCN(c2c(NCC3CCC(C(=O)NCCc4ccccc4)CC3)c(=O)c2=O)CC1 (stereo unspecified),0.66
Cc1ccc(C(=O)Nc2c(-c3cccs3)nc3cc(C)ccn23)cc1,0.55
CN1C(=S)SC(/[N+]([O-])=C\c2cccs2)C1(C)C (stereo unspecified),-0.24
COC(=O)c1ccc(CSc2ncn[nH]2)o1,0.53
O=C(Nc1ccc2sc3ccccc3c(=O)c2c1)c1ccccc1Cl,0.54
Fc1cccc(-c2cc3nc4c(c(N5CCC6(CC5)OCCO6)n3n2)CCCC4)c1,-0.61
COC(=O)c1ccccc1NC(=O)c1nc2nc(C)cc(C)n2n1,0.64
COc1ccc(-c2nnn(CC(=O)N(CCO)C(C(=O)NC3CCCC3)c3ccc(F)cc3)n2)cc1 (stereo unspecified),-1.1

# Copied from the list:
# In Cav3 T inh, `CC1CCN(c2c(NCC3CCC(C(=O)NCCc4ccccc4)CC3)c(=O)c2=O)CC1` (stereo unspecified) reads 0.66
# In Cav3 T inh, `COc1ccc(-c2nnn(CC(=O)N(CCO)C(C(=O)NC3CCCC3)c3ccc(F)cc3)n2)cc1` (stereo unspecified) reads -1.1
# In Cav3 T inh, `Fc1cccc(-c2cc3nc4c(c(N5CCC6(CC5)OCCO6)n3n2)CCCC4)c1` reads -0.61
# In Cav3 T inh, `CN1C(=S)SC(/[N+]([O-])=C\c2cccs2)C1(C)C` (stereo unspecified) reads -0.24

# Later entries:
SMILES,Cav3 T inh
CC(Nc1n[nH]c(=S)[nH]c1=O)C(=O)OCc1ccccc1 (stereo unspecified),0.81
CCOC(=O)N1CCN(S(=O)(=O)c2ccc3c(c2)CCN3C(=O)C2CCC2)CC1,0.21
COC(=O)C1=C(C)NC(=O)NC1c1ccsc1 (stereo unspecified),-0.21
CC(C)Oc1ccc(/C(O)=C2/C(=O)C(=O)N(CCN3CCOCC3)C2c2ccccc2)cc1 (stereo unspecified),1.7
CCn1nc(NC(=O)c2cccnc2)c2cc3cccc(C)c3nc21,-0.13
Cc1occc1C(=O)n1nnc2ccccc21,0.19
COCCN(CC(=O)NCc1ccccc1)C(=O)CCC(=O)Nc1ccccn1,-0.28
COc1ccc(NC(=O)c2[nH]c(C)c(C(C)=O)c2C)cc1Cl,0.021
NC(=O)CC(NC(=O)Cc1ccc(Br)cc1)c1ccc(NCC2CC2)c([N+](=O)[O-])c1 (stereo unspecified),-0.04
Cc1ccc(C(=O)Cn2c(C(=O)/C=C/c3ccccc3)nc3ccccc32)cc1,0.7
CC(C)CC(=O)Nc1nnc(-c2ccco2)s1,0.25
Cc1ccccc1NCC(=O)N/N=C/C(Br)=C/c1ccccc1,-0.14
O=C(OCC#CCSc1nc2ccccc2s1)c1ccco1,-2.3
Cn1c(=O)c2c(nc(NCc3ccccc3)n2CC(=O)NCc2ccccc2)n(C)c1=O,0.52
O=C(CCN1C(=O)c2ccccc2C1=O)N1CCN(C(=O)c2ccccc2)CC1,-0.02
CC(=O)c1cccc(NC(=O)CSc2nnc(-c3cccnc3)o2)c1,0.67
COC(=O)c1ccc(Oc2nc(N3CCCCC3)nc(N3CCOCC3)n2)cc1,-4.3*
CC(Cc1ccccc1)C(=O)Nc1ccccc1 (stereo unspecified),0.068
CCn1c(SCC(=O)N(C(C)C)C(C)C)nnc1-c1cc2ccccc2cc1O,0.44
CC(C)CC1C(C#N)=C(N)Oc2n[nH]c(-c3ccccc3)c21 (stereo unspecified),-0.052

# Continued, overlapping the part above by 2 compounds.
SMILES,Cav3 T inh
CCn1c(SCC(=O)N(C(C)C)C(C)C)nnc1-c1cc2ccccc2cc1O,0.44
CC(C)CC1C(C#N)=C(N)Oc2n[nH]c(-c3ccccc3)c21 (stereo unspecified),-0.052
Cc1cccc(C(=O)NC2CCN(C(=O)N3CCOCC3)CC2)c1,-0.59
O=C1C2CCCN2C(c2ccccc2F)N1c1ccc(F)cc1 (stereo unspecified),0.2
CCNc1nc(NCC)nc(SCCOC(=O)Nc2ccccc2)n1,-0.79
O=C(O)CN1CCNCC1,1.4
CCOC(=O)c1ccccc1NC(=O)c1cc2sccc2n1C,-0.93
Cn1c(SCC(=O)c2cc3ccccc3o2)nnc1-c1ccccc1,0.23
COc1cccc(OCc2nc3ncc(Br)cc3[nH]2)c1,-1.4
Cc1cnc(C(=O)OCC(=O)N(C(C)C)C(C)C)cn1,0.014
COc1ccc(-n2c(=S)[nH]c3cc(C(=O)NCc4ccco4)ccc3c2=O)cc1OC,0.38
CSc1ncc(Cl)c(C(=O)C(C#N)c2nc3c(C)cc(C)cc3c(=O)[nH]2)n1 (stereo unspecified),-7*
CNC(=O)COC(=O)c1cc(=O)[nH]c2ccccc12,0.15

# An excerpt; the hit share may differ from the screen's.
